HRas wt GTP bind – modulators of GTP binding to HRas wildtype, primary screen, biochemical, bead-based flow cytometry, multiplex | hit rate 0.14% among 190,000 | GTPase HRas (Homo sapiens), P01112 | GST-Ras wt beads, Bodipy-FL-GTP binding; actives lie on both sides | GTP binding activity, % at 10 µM;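 active means GTP binding activity at least 20% away from the 100% baseline, either lowered as inhibitor or raised as activator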;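 further: 0% = unlabeled GTP competition control and 100% = no-compound control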
Cdc42 wt – modulators of GTP binding to wildtype Cdc42, primary screen, biochemical, multiplex bead flow cytometry, Bodipy-GTP. Cell division control protein 42 homolog (Homo sapiens), P60953. GST-Cdc42 beads; actives lie on both sides. percent activity (GTP binding), % at 10 µM. hit rate 0.2% among 190,000. AID 761, 2007;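 active means percent activity GTP binding at least 20 points away from the 100% baseline, either down as inhibitor or up as activator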;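 further: median bead fluorescence of bound Bodipy-FL-GTP at 100 nM; 0% = excess unlabeled GTP control and 100% = no compound control; below 100% means less GTP binding so inhibitor and above means activator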
Pf gamet viab – late stage P. falciparum gametocyte viability inhibitors, primary screen, ATP luminescence, HTS. inhibition, % at 10.9 µM. P. falciparum stage V gametocytes, 24 h. hit rate 0.065% among 150,000. AID 743093, 2013;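 active means inhibition above the mean plus 3 SD of compounds within the control limits, set per campaign, cut at about 38% in these data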;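 further: 0% = DMSO wells and 100% = medium only without gametocytes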
Rab7 wt modul – modulators of GTP binding to Rab7, primary screen, biochemical, wildtype, multiplex bead flow cytometry. GTP binding activity (percent of control), % at 10 µM. GST-Rab7 beads, fluorescent GTP binding; actives lie on both sides; untreated = 100%, excess cold GTP = 0%. Rab7 GTPase wild type (dog), Bodipy-FL-GTP binding. hit rate 0.055% among 190,000;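 active means fluorescent GTP binding to Rab7 beads changed by at least 20 points from the 100% baseline, either direction, mostly lower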;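 further: median green fluorescence of bound Bodipy-FL-GTP per Rab7 bead population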
Rab2 wt GTP – modulators of GTP binding to Rab2A wildtype, primary screen, biochemical, dog, bead-based flow cytometry, multiplex | AID 760, 2007 | GST-Rab2 wt beads, Bodipy-GTP binding | hit rate 0.19% among 190,000 | Ras-related protein Rab-2A (Canis lupus familiaris), P61105 | GTP binding activity, % at 10 µM;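 active means GTP binding activity at least 20 points away from 100%, either lowered or raised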;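 further: 0% = beads with excess unlabeled GTP and 100% = no-compound control corrected for plate trend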
Rac1 wt modul – wildtype Rac1 GTP binding modulators, primary screen, biochemical, GST-Rac1 beads, flow cytometry, multiplex; Ras-related C3 botulinum toxin substrate 1 (Homo sapiens), P63000; fluorescent GTP binding; actives lie on both sides; 0 = cold GTP competed, 100 = untreated; GTP binding activity (% of control), % at 10 µM; hit rate 0.27% among 190,000; AID 757, 2007;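 active means GTP binding activity at least 20 points away from the 100% control level, either lower or higher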
ABCB1 inh – ABCB1 efflux pump inhibitors, primary screen, cell-based, multiplex, flow cytometry, ABCG2 counter-screen; ATP-dependent translocase ABCB1 (Homo sapiens), P08183; CCRF-Adr cells, JC-1 efflux; inhibition, % at 6.6 µM; hit rate 0.067% among 190,000; AID 1326, 2008; in the data active means inhibition above about 40%;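 further: 0% = vehicle and 100% = reference inhibitor; higher value means more JC-1 retained so stronger ABCB1 efflux block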
Mcl1 Noxa PPI – Mcl-1/Noxa binding inhibitors, primary screen, biochemical, TR-FRET, 1536-well. Induced myeloid leukemia cell differentiation protein Mcl-1 (Homo sapiens), Q07820. TR-FRET Mcl-1/Noxa peptide binding, 2 h. inhibition, % at 21.7 µM. hit rate 1.5% among 220,000;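 active means compounds that cut the protein-peptide binding signal by more than 50% relative to plate controls in a single-dose test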;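 further: His-tagged Mcl-1 with rhodamine Noxa BH3 peptide and terbium anti-His antibody; 0% = Mcl-1 plus Noxa peptide wells and 100% = peptide-only wells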
Avidin bead fluor – green autofluorescence of compounds with avidin beads – biophysical, 488/530 nm, flow cytometry, artefact control, profiling panel | fluorescence (KMESF) at 10 µM | compound fluorescence 488/530 nm; stronger effect = higher value | hit rate 0.38% among 220,000; in the data active means fluorescence above about 47; further: inactives centre near 10
ABCG2 inh – ABCG2 efflux pump inhibitors, primary screen, multiplex with ABCB1, IgMXP3 cells, flow cytometry. Broad substrate specificity ATP-binding cassette transporter ABCG2 (Homo sapiens), Q9UNQ0. JC-1 efflux. inhibition, % at 6.6 µM. hit rate 0.1% among 190,000. AID 1325, 2008;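 active means inhibition above 80%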;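 further: 0% = DMSO and 100% = nicardipine control wells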
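Assay system – ABCG2 IgMXP3 and barcoded ABCB1 CCRF-Adr cell mix · Input – 3 million cells/mL in well · Reagent – JC-1 fluorescent substrate · Compound – single test compound dose, 6.6 µM final · Timing – 10 min exposure at 25 °C with rotation, no wash · Detection – flow cytometry of retained JC-1 fluorescence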
Rac1 act GTP bind – GTP binding modulators of activated mutant Rac1, primary screen, biochemical, bead-based flow cytometry, multiplex, fluorescent GTP; Ras-related C3 botulinum toxin substrate 1 (Homo sapiens), P63000; GST-Rac1 activated beads; actives lie on both sides; 100% means binding = to untreated wells; percent activity (GTP binding), % at 10 µM; hit rate 0.11% among 190,000;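 active means GTP binding at least 20 percentage points away from the 100% baseline, in either direction, so actives lie on both sides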
* marks the source's active call; other numbers are inactive results; x = no result given.

no.	SMILES	HRas wt GTP bind	Cdc42 wt	Pf gamet viab	Rab7 wt modul	Rab2 wt GTP	Rac1 wt modul
1	CCOc1ccccc1NC(=O)CSc1nc2c(c(=O)n1C)SC(C)C2 (stereo unspecified)	101	102	x	103	99	103
2	Cc1cccc(NCc2ccc(O)c3ncccc23)c1	99	99	-25	104	98	100
3	CCNC(=S)N/N=C/c1ccco1	102	101	x	98	99	99
4	O=C(O)c1cc([N+](=O)[O-])c(NCc2cccnc2)c([N+](=O)[O-])c1	95	97	5	100	99	96
5	O=C(N/N=C/c1ccncc1)c1nc(-c2ccccc2)n2c1CCCCC2	108	109	8	101	107	111
6	CCOC(=O)N1CCN(C(=O)Cn2ncc3ccccc32)CC1	96	96	x	98	96	96
7	O=C(CNC(=O)c1cccs1)N/N=C/c1ccco1	95	89	-14	100	94	95
8	CC(=O)Nc1ccc(C(=O)CSc2nc3ccccc3n2CC(=O)N2CCCC2)cc1	100	103	x	97	99	103
9	COc1ccc(C)cc1NC(=O)NCc1ccccc1F	101	99	x	106	99	99
10	O=C(NCc1ccc(Cl)cc1)C1=Cc2cc(Cl)ccc2OC1	100	99	16	101	99	104

no.	ABCB1 inh	Mcl1 Noxa PPI	Avidin bead fluor	ABCG2 inh	Rac1 act GTP bind
1	0.5	9	6	1	100
2	-0.6	-28	10	-2	94
3	0.2	0	19	1	97
4	0.0	8	10	0	95
5	1.5	13	14	5	104
6	0.4	4	4	0	94
7	1.0	-15	5	4	96
8	-0.4	x	12	-1	100
9	0.4	3	11	12	96
10	0.2	12	7	1	97

Going on with the list:
no.	SMILES	HRas wt GTP bind	Cdc42 wt	Pf gamet viab	Rab7 wt modul	Rab2 wt GTP	Rac1 wt modul
11	NS(=O)(=O)c1ccc(CCNC(=O)CSc2nc3ccccc3c(=O)n2CCC(=O)N2CCCCC2)cc1	100	95	x	97	99	100
12	O=c1c(/C=C(\O)c2ccccc2)nc2ccccc2n1-c1ccccc1	91	93	27	100	94	86
13	CCC(=O)c1ccccc1OCC(=O)Nc1c(C)cccc1C	95	97	-9	95	95	98
14	CCCCCCn1cnc2c(c1=O)c1nc3ccccc3nc1n2Cc1cccs1	96	96	x	99	95	94
15	O=C(COC(=O)c1ccc(O)cc1)NCCC1=CCCCC1	101	95	11	104	99	97
16	CCOC(=O)N1CCN(c2ccc(C(=O)c3cccc(F)c3)cc2)CC1	100	103	x	97	99	105
17	CCOCC(=O)Nc1cccc(C(=O)OCC)c1	100	100	-1	97	103	105
18	Cc1ccc(S(=O)(=O)Nc2c(C)n(C)n(-c3ccccc3)c2=O)cc1C(=O)NCc1ccccn1	95	98	x	97	98	94
19	CCCc1nc(SCC(=O)Nc2cc(Cl)ccc2OC)c2c(=O)n(C)c(=O)n(C)c2n1	98	98	x	100	96	98
20	COc1ccc2nc3cccc(OC)c3nc2c1	89	85	-6	96	89	89

no.	ABCB1 inh	Mcl1 Noxa PPI	Avidin bead fluor	ABCG2 inh	Rac1 act GTP bind
11	0.1	1	8	0	96
12	45*	-21	3	44	93
13	1.5	-5	27	4	96
14	0.0	0	8	2	94
15	-0.3	-3	33	0	96
16	0.4	21	4	3	99
17	0.3	24	11	33	101
18	-2.5	-8	14	-2	95
19	2.7	14	8	4	97
20	0.0	22	8	7	91

Additional records follow:
no.	SMILES	HRas wt GTP bind	Cdc42 wt	Pf gamet viab	Rab7 wt modul	Rab2 wt GTP	Rac1 wt modul
21	Cc1ccccc1NC(=O)c1cnc2ccccn2c1=O	105	103	19	103	103	109
22	O=C1CC(c2cccnc2)c2cc3c(cc2N1)OCO3 (stereo unspecified)	103	105	x	101	102	107
23	COc1cc(S(=O)(=O)N(C)C2CCCCC2)c(C)cc1C	95	98	4	94	95	97
24	CCC1(Cc2ccccc2)NC(=O)c2ccccc2O1 (stereo unspecified)	95	96	0	106	100	97
25	Cn1ncc(Br)c1C(=O)N1CCOCC1	101	102	13	100	101	104
26	COc1ccc(N2C(=O)C(Cl)=C(N3CCCC3)C2=O)cc1	101	105	x	103	100	107
27	NNC(=O)CCc1nc2ccccc2[nH]1	95	93	-2	101	94	100
28	COc1cccc(-c2nn(-c3ccccc3)cc2CN(C)C(C)c2ccon2)c1 (stereo unspecified)	101	97	11	104	100	105
29	O=C(CCN1CCOCC1)Nc1ccc2c(c1)CCC2	95	94	12	95	94	94
30	CCN=C1NN=C(c2ccc(C)cc2)CS1	102	100	x	98	102	101

no.	ABCB1 inh	Mcl1 Noxa PPI	Avidin bead fluor	ABCG2 inh	Rac1 act GTP bind
21	1.3	7	9	16	100
22	-2.3	-8	9	-3	98
23	0.7	12	13	4	92
24	0.8	6	11	3	95
25	0.4	-7	2	1	96
26	1.4	4	39	39	100
27	2.3	-8	11	5	93
28	1.8	8	11	7	99
29	0.5	10	10	0	94
30	-0.2	-5	7	0	98

Carrying on:
no.	SMILES	HRas wt GTP bind	Cdc42 wt	Pf gamet viab	Rab7 wt modul	Rab2 wt GTP	Rac1 wt modul
31	CCCN1C2=NS(=O)(=O)CCN2c2ccccc21	102	101	7	101	101	102
32	CCOC(=O)Cc1nc(-c2ccc(Cl)cc2)n[nH]1	98	100	-7	96	98	102
33	O=C(CSc1nnc(NC2CCCCC2)s1)NCc1ccco1	97	96	-18	95	98	99
34	Cc1[nH]cnc1CSCc1ccc(F)cc1	103	99	x	104	100	105
35	CCOC1OC(=O)C(Cl)=C1Nc1ccccc1C (stereo unspecified)	98	100	28	101	100	104
36	Cc1cc(C)cc(N(CC(=O)Nc2ccccc2)C2=NC3CS(=O)(=O)CC3S2)c1 (stereo unspecified)	98	95	x	104	97	95
37	Cc1onc(-c2ccccc2)c1C(=O)N/N=C/c1ccc([N+](=O)[O-])s1	99	99	5	101	99	103
38	CCCCn1c(=O)[nH]c(=O)c2c1nc(-c1ccc(-c3ccccc3Br)o1)n2CCOC	102	100	x	101	100	102
39	COc1ccc2nc(SCC(=O)Nc3ccc4sc(C)nc4c3)c(C#N)cc2c1	103	104	-5	105	104	103
40	CN1CCN(/N=C/c2ccc(-c3ccc([N+](=O)[O-])cc3)o2)CC1	93	97	3	92	97	97

no.	ABCB1 inh	Mcl1 Noxa PPI	Avidin bead fluor	ABCG2 inh	Rac1 act GTP bind
31	-0.1	-8	5	0	102
32	0.3	4	15	8	96
33	-0.8	5	11	-1	96
34	-0.1	23	1	2	101
35	5.0	2	15	24	101
36	0.4	8	20	1	96
37	1.8	-57	6	11	99
38	2.7	49	8	50	97
39	0.7	-80	37	2	101
40	0.8	8	8	7	93

Going on with the list.
no.	SMILES	HRas wt GTP bind	Cdc42 wt	Pf gamet viab	Rab7 wt modul	Rab2 wt GTP	Rac1 wt modul
41	CSc1ncccc1C(=O)OCc1ccccc1Cl	98	100	-2	95	96	102
42	COc1ccc(NC(=S)Nc2ccc(OC)cc2OC)c(OC)c1	101	103	x	102	100	106
43	O=[N+]([O-])c1cccc(-c2nc(NCc3ccccc3)c3ccccc3n2)c1	99	101	x	100	100	102
44	COc1ccccc1C(=O)Nc1ccccn1	97	95	4	97	97	95
45	COCC(C)NC(=O)c1ccc(-n2nc(C(F)(F)F)cc2-c2cccs2)cc1 (stereo unspecified)	100	104	-12	101	98	102
46	O=C(CSc1nc(O)cc(=O)n1-c1ccccc1)NCc1ccccc1	101	99	x	101	100	101

no.	ABCB1 inh	Mcl1 Noxa PPI	Avidin bead fluor	ABCG2 inh	Rac1 act GTP bind
41	-0.9	1	9	31	97
42	0.1	-9	1	1	99
43	-1.5	5	13	0	97
44	0.0	20	19	3	94
45	0.3	-9	42	4	99
46	0.6	11	7	1	98

Among those listed so far, four have an NH in an aromatic ring.
no.	SMILES	HRas wt GTP bind	Cdc42 wt	Pf gamet viab	Rab7 wt modul	Rab2 wt GTP	Rac1 wt modul
27	NNC(=O)CCc1nc2ccccc2[nH]1	95	93	-2	101	94	100
32	CCOC(=O)Cc1nc(-c2ccc(Cl)cc2)n[nH]1	98	100	-7	96	98	102
34	Cc1[nH]cnc1CSCc1ccc(F)cc1	103	99	x	104	100	105
38	CCCCn1c(=O)[nH]c(=O)c2c1nc(-c1ccc(-c3ccccc3Br)o1)n2CCOC	102	100	x	101	100	102

no.	ABCB1 inh	Mcl1 Noxa PPI	Avidin bead fluor	ABCG2 inh	Rac1 act GTP bind
27	2.3	-8	11	5	93
32	0.3	4	15	8	96
34	-0.1	23	1	2	101
38	2.7	49	8	50	97

From PubChem
